Bioassay records (PubChem)
MLLE-PAM2 inh = inhibitors of PABP1 MLLE–PAM2 peptide binding, primary screen, biochemical, fluorescence polarization, FITC-PAM2, GST-MLLE. inhibition, % at 20 µM. Polyadenylate-binding protein 1 (Homo sapiens), P11940. hit rate 0.36% among 360,000; in the data active = inhibition above about 35%, passing the limit was not always enough;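 note: plate controls were DMSO wells with GST-MLLE for no effect and wells lacking GST-MLLE protein for full effect; some results filed as inactive read as strong as hits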
FAS TE block = FAS thioesterase domain inhibitors, primary screen, biochemical, fluorescence intensity, uHTS; hit rate 0.67% among 360,000; Fatty acid synthase (Homo sapiens), P49327; recombinant FAS-TE, OMFH fluorogenic substrate, fluorescence endpoint; inhibition, % at 15 µM;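 active = compounds whose normalised, plate-corrected inhibition of enzyme fluorescence in the single-dose primary screen is 50% or more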;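 note: 0% = DMSO with enzyme and 100% = substrate without enzyme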
Target sequence (P49327 whole entry, looked up, the tested form may be a part): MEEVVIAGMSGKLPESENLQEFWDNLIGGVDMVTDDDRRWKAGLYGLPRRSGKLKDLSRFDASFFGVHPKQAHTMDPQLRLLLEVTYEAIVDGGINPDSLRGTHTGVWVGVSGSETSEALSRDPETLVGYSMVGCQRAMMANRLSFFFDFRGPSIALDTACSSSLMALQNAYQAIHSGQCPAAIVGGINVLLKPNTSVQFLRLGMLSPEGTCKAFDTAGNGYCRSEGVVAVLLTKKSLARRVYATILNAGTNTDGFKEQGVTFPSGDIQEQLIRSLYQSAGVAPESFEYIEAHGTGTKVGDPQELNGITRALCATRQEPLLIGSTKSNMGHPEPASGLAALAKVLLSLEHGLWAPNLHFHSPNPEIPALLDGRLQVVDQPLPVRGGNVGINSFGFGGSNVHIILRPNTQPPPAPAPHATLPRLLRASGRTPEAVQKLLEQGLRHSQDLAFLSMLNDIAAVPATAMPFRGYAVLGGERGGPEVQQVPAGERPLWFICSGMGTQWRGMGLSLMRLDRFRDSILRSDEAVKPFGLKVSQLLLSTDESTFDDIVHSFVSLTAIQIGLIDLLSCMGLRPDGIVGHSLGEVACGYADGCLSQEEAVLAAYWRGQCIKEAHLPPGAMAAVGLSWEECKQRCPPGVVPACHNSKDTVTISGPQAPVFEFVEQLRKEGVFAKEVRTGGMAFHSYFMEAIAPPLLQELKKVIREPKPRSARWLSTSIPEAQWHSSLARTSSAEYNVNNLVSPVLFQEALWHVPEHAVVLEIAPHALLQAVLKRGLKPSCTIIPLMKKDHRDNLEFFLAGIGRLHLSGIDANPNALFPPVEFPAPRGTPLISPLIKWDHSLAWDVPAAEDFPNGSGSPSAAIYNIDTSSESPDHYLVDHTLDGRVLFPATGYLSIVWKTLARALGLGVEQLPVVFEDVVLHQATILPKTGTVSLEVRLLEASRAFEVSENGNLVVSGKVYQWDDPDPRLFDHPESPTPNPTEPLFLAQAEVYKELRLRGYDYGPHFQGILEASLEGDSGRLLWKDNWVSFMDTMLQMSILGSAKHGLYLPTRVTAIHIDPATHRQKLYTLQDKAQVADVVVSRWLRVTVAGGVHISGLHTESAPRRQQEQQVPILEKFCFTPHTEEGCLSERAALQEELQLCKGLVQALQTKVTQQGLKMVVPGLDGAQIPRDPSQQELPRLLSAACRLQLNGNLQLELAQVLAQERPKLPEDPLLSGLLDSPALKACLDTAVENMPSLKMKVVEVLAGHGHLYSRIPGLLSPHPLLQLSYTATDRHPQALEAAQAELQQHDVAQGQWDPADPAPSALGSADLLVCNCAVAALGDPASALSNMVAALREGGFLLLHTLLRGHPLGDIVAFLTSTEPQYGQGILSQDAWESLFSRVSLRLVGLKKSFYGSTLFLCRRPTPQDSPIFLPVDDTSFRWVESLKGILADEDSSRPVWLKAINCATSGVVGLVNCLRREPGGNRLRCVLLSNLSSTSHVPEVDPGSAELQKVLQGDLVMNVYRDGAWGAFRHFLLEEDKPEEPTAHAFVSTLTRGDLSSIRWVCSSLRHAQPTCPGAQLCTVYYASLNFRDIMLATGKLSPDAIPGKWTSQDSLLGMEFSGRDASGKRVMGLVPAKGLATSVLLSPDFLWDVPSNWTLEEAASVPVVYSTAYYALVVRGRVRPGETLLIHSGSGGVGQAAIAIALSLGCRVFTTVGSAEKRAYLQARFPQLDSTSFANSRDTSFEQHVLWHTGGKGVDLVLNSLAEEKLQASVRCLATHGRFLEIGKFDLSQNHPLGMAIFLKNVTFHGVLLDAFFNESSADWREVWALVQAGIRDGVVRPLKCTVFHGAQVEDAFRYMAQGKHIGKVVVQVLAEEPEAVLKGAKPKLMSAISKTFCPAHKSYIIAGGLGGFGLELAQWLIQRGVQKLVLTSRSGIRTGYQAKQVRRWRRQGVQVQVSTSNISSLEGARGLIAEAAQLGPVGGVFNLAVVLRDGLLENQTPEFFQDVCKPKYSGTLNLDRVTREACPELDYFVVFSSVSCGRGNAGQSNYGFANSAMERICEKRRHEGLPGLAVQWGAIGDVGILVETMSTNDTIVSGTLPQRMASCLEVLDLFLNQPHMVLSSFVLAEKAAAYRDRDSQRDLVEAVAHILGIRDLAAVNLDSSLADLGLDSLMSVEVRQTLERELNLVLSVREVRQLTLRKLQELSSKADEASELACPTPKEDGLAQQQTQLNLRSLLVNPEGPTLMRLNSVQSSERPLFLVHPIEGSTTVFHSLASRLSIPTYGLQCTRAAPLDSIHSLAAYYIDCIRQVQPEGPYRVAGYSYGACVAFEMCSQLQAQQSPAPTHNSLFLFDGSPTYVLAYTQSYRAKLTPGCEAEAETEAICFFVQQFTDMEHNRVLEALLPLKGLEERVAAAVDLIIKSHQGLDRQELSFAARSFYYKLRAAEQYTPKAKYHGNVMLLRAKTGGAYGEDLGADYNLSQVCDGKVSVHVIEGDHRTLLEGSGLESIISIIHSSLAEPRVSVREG
Rin1-Abl PPI inh = inhibitors of Rin1-Abl protein binding, primary screen, biochemical, TR-FRET | Tyrosine-protein kinase ABL1 (Homo sapiens) + Ras and Rab interactor 1 (Homo sapiens), … | inhibition, % at 7.35 µM | hit rate 0.4% among 360,000 | AID 588664, 2011; in the data active = inhibition above about 5%, passing the limit was not always enough
CSN inh = inhibitors of CSN-mediated cullin deneddylation, primary screen, biochemical, fluorescence polarization, uHTS; Purified CSN, SCF-Nedd8-OG deneddylation; COP9 signalosome complex subunit 5 (Homo sapiens), Q92905; AID 651999, 2013; inhibition, % at 12.5 µM; hit rate 0.38% among 360,000;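 active = pattern-corrected inhibition above about 35%, with an unprinted fluorescence ratio check between 0.5 and 1.5, limit read from the data, passing the limit was not always enough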;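 note: 0% = enzyme with substrate and 100% = substrate without enzyme; some results filed as inactive read as strong as hits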
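Test system: purified human Csn5 enzyme expressed in HEK293T cells. Amount: 0.24 nM enzyme. Reagent: SCFSkp2-Nedd8OG substrate at 10 nM final. Schedule: 90 min incubation of compound, enzyme and substrate at room temperature. Detection: fluorescence polarization. Read-out: % inhibition of substrate cleavage by Csn5.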
Rpn11 inh = Rpn11 (PSMD14) deubiquitinase inhibitors, primary screen, biochemical, fluorescence polarization, uHTS; hit rate 0.59% among 360,000; 26S proteasome non-ATPase regulatory subunit 14 (Homo sapiens), O00487; calls only at 20 µM; human 26S proteasome, Ub4-pepOG fluorescence polarization; 20S core pre-blocked with epoxomicin;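 active = inhibition at 20 µM, scaled to each plate's controls, above about 33%, limit read from the data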
MT1-MMP act inh = blockers of MT1-MMP proenzyme processing, primary screen, HT1080 RFP-PRO-GFP cells, GFP/RFP fluorescence; hit rate 0.061% among 360,000; GFP/RFP ratio fluorescence, overnight; percent of plate control window, DMSO zero; Matrix metalloproteinase-14 (Homo sapiens), P50281; AID 651647, 2012; GFP/RFP ratio change, % at 20 µM;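 active = GFP/RFP ratio change of at least 30% with cell ATP level not reduced by more than half and red fluorescence within 50% of control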; note: strong numbers were not always called active
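Test system: HT1080 cells expressing an RFP-PRO-GFP fluorescent reporter construct / Compound dosing: single-point 20 µM compound, 1% DMSO / Schedule: cells overnight before dosing, compound overnight, 37 °C, 5% CO2 / Evaluation: GFP/RFP fluorescence ratio / Control set: DMSO and RFP-L50D-GFP cell wells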
MsrA act = bovine MsrA enzyme activators, primary screen, biochemical, absorbance, HTS; AID 602163, 2012; activation, % at 10.6 µM; hit rate 0.3% among 360,000; Methionine sulfoxide reductase A (Bos taurus); purified bovine MsrA, absorbance read-out; in the data active = activation above about 7.5%;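 note: 0% = vehicle and 100% = reference activator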
E coli Lon inh = inhibitors of E. coli Lon protease, primary screen, biochemical, fluorescence polarization; P0A9M0; purified E. coli Lon protease; inhibition, % at 7.94 µM; hit rate 0.42% among 360,000; AID 602123, 2011; in the data active = inhibition above about 13%, passing the limit was not always enough;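 note: 0% = enzyme with probe and DMSO and 100% = no enzyme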
MsrA inhibitor = bovine MsrA enzyme inhibitors, primary screen, biochemical, absorbance, HTS; inhibition, % at 15.5 µM; purified bovine MsrA, absorbance read-out; AID 651718, 2012; hit rate 0.75% among 360,000; Methionine sulfoxide reductase A (Bos taurus); in the data active = inhibition above about 4.5%;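 note: 0% = vehicle wells with enzyme and 100% = reference inhibitor wells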
* marks the source's active call; other numbers are inactive results; i = inactive; x = not tested or not shown; + = active, no number.

SMILES	MLLE-PAM2 inh	FAS TE block	Rin1-Abl PPI inh	CSN inh	Rpn11 inh	MT1-MMP act inh	MsrA act	E coli Lon inh	MsrA inhibitor
CC(Sc1nc(-c2ccccc2)cc(C(F)(F)F)n1)C(=O)N1CCC(C(N)=O)CC1 (stereo not given)	5	-5	-2	1	i	-1	-9	-5	-0.8
O=C(Nc1c[nH]c(=O)[nH]c1=O)c1ccc2c(c1)C(=O)N(c1cccc([N+](=O)[O-])c1)C2=O	-4	1	0	6	+	3	-3	-3	3.7
CCC(CO)NC(=O)c1cccc(S(=O)(=O)N2c3ccccc3CC2C)c1 (stereo not given)	-2	-6	2	-3	i	-5	-13	10	-0.6
CCOc1ccc(CCNC(=O)COC(=O)CCc2cc(OC)c(OC)c(OC)c2)cc1OCC	-46	-1	-1	0	i	-3	-3	6	0.7
Cc1cc(C)c(CN2CCC(n3nccc3NC(=O)c3ccccc3Cl)CC2)cc1C	4	7	1	-2	i	-2	-2	-1	1.1
COc1cccc(/C=N/NC(=S)NCCc2ccccc2)c1OC	20	16	0	0	i	0	-5	10	-0.4
S=C1N[C@H]2CCCC[C@@H]2N1	-134	-2	-2	-1	i	6	-9	1	-0.8
C[C@@H](O)[C@H]1O[C@]2(C)CCC[C@H]1O2	12	-9	-1	-1	i	-2	1	5	0.0
Cn1nc(SCC(=O)O)sc1=S	4	-6	2	-1	i	-4	-1	-7	1.1
O=C(c1cccc(S(=O)(=O)N2CCN(c3ccc(F)cc3)CC2)c1)N1CCCCCCC1	4	13	0	1	i	4	-2	1	0.6

Overlap with the part before: five entries, followed by the next part.
SMILES	MLLE-PAM2 inh	FAS TE block	Rin1-Abl PPI inh	CSN inh	Rpn11 inh	MT1-MMP act inh	MsrA act	E coli Lon inh	MsrA inhibitor
COc1cccc(/C=N/NC(=S)NCCc2ccccc2)c1OC	20	16	0	0	i	0	-5	10	-0.4
S=C1N[C@H]2CCCC[C@@H]2N1	-134	-2	-2	-1	i	6	-9	1	-0.8
C[C@@H](O)[C@H]1O[C@]2(C)CCC[C@H]1O2	12	-9	-1	-1	i	-2	1	5	0.0
Cn1nc(SCC(=O)O)sc1=S	4	-6	2	-1	i	-4	-1	-7	1.1
O=C(c1cccc(S(=O)(=O)N2CCN(c3ccc(F)cc3)CC2)c1)N1CCCCCCC1	4	13	0	1	i	4	-2	1	0.6
CC(=O)Nc1cc(C(=O)OCC(=O)c2ccccc2)ccc1C	2	-9	-1	0	i	5	-13	-5	-1.0
CSc1ccc(S(=O)(=O)N2CCC(C(=O)NCCN3CCOCC3)CC2)cc1	8	-4	1	1	i	4	-3	15	-0.9
C=CCNC(=S)N/N=C/c1ccc(C)s1	30	-3	-1	2	i	-1	-7	9	4.9*
CCC(C)(C)NC(=O)C(c1cccn1C)N(C(=O)Cn1nnc2ccccc21)c1ccccc1OC (stereo not given)	5	4	0	3	i	2	3	-6	-0.1
CCOC(=O)N1CCN(C(=O)C2CC(=O)N(c3ccc(OC)cc3)C2c2ccc(OC)cc2)CC1 (stereo not given)	12	-6	2	0	i	0	-2	2	0.6
CC(C#N)(NC(=O)CN1CCN(S(=O)(=O)c2cc(C(F)(F)F)ccc2Cl)CC1)C1CC1 (stereo not given)	13	-3	4	-6	i	6	-12	1	0.3
O=C(Cn1c(COc2ccccc2)nc2ccccc21)Nc1cc(Cl)cc(Cl)c1	-3	-10	-1	4	i	0	-2	-12	-1.1
CC(=O)c1ccc2c(c1)CC(C)C(=O)N2C (stereo not given)	-2	-12	-4	-5	i	0	3	-4	0.7
Cc1ncccc1C(=O)N1CCCC(CCC(=O)N2CCN(c3ccccn3)CC2)C1 (stereo not given)	10	-5	5	-4	i	1	-4	12	-0.1
CCn1c(NCc2ccc(OC)cc2)nc2ccccc21	8	-1	0	-3	i	-4	0	-12	-0.6
COc1ccc(N(C)S(=O)(=O)c2cccc(C(=O)NCc3ccc(C)cc3)c2)cc1	0	19	5	-3	i	-11	-3	-5	0.2
c1ccn2c(CNc3ncnc4sccc34)nnc2c1	-6	-4	3	1	i	-1	6	-11	0.0
CCCC(=O)NCCCCNC(=O)CCC	4	-12	-1	3	i	-3	-3	-9	-0.6
O=C(O)/C=C/c1cn(-c2ccccc2)nc1-c1cccs1	2	-5	-3	-7	i	-5	0	7	1.3
Cc1ccc(S(=O)(=O)Nc2cccc(C(=O)NCC3CCCO3)c2)cc1F (stereo not given)	3	-5	0	-1	i	5	-4	-1	-0.8
NCCc1nnc(SCc2c(Cl)cccc2Cl)o1	-33	-4	0	0	i	-3	-2	-3	-1.1
O=C(O)c1ccc(CNCc2ccccc2Cl)cc1	-4	-8	1	-5	i	5	-3	1	0.7
O=C(C=Cc1ccco1)c1ccc2ccccc2c1	-19	5	3	32	i	-10	-6	-40	0.8
Cc1ccc(C(C(=O)NC2CCCC2)N(C(=O)Cc2cccs2)c2ccc3c(c2)OCCO3)cc1 (stereo not given)	4	61*	-1	-2	i	-26	1	-5	0.4
Cn1c(-c2ccc(C(C)(C)C)cc2)n[nH]c1=S	-14	-2	1	-1	i	9	2	-3	0.9
CCNc1nc(NCC)n2c(SCC(=O)Nc3ccccc3C(F)(F)F)nnc2n1	0	-6	-2	4	i	-2	-4	3	1.1
CN(C)CCCNC(=S)N(CCN(C)C)Cc1cc2cc3c(cc2[nH]c1=O)OCCO3	-20	-6	0	-3	i	-6	-2	-7	2.8
CCCCN(C(=O)C1CC(=O)N(c2ccc3c(c2)OCCO3)C1)c1c(N)n(CC(C)C)c(=O)[nH]c1=O (stereo not given)	-21	-4	3	-1	i	1	-1	6	-0.8
CC(C(=O)O)N(c1ccccc1Cl)S(C)(=O)=O (stereo not given)	-7	-8	1	5	i	-2	-4	-8	-0.5
CCOC(=O)N1CCN(CC(=O)Nc2nc3ccccc3s2)CC1	29	-2	-1	0	i	-3	-1	-4	-0.4
Cc1cccc(-c2oc3ccc(-c4ccc5c(c4)OCO5)cc3c2-c2ccc(OC3CCCCO3)cc2)c1 (stereo not given)	-1	35	-1	-4	i	6	-2	1	0.3
Nc1nc(C2CCOCC2)cs1	-6	-8	-1	0	i	1	1	1	-0.3
O=C(NC(Cc1ccccc1)C(=O)O)/C(=C/c1ccccc1)NC(=O)c1cccc(Br)c1 (stereo not given)	6	-5	1	-2	i	-3	-3	-8	-0.5
CC(=O)Nc1ccc2nc(NC(=O)COc3ccccc3C)sc2c1	26	6	-3	-4	i	4	-3	2	0.7
Nc1cc(S(=O)(=O)Nc2ccccc2Cl)ccc1N1CCCC1	10	2	1	0	i	1	-9	3	-0.5
Cc1cc(/C=C2/SC(=O)N(CC(=O)N3CCOCC3)C2=O)c(C)n1-c1ccccc1F	7	-15	-1	0	i	1	-6	5	-0.1
Clc1ccc(N(CC2CO2)CC2CO2)cc1 (stereo not given)	17	1	2	-4	i	4	-3	-1	0.2
CCCC1NC(=O)c2cc3ccccc3cc2-n2c1nc1cc(F)ccc1c2=O (stereo not given)	0	21	1	-1	i	-6	-1	2	0.3
CCOC(=O)C1CCN(C(=O)CCc2c(C)nc3c(-c4ccc(F)cc4)c(C)nn3c2C)CC1	0	11	2	-1	i	2	-1	1	0.1
Cc1ccc(C(=O)Nn2c(N)c(S(=O)(=O)c3ccc(C)cc3)c3nc4ccccc4nc32)cc1	-2	16	2	-2	i	5	-10	14	1.5
CCn1c(=O)c2cc(S(=O)(=O)NCCOc3ccccc3)ccc2n(CC)c1=O	3	-1	-2	2	i	5	-1	3	-0.3
COc1ccc(NC(=O)c2cc(S(=O)(=O)N3CCS(=O)(=O)CC3)ccc2Cl)cc1	2	-8	2	-3	i	2	-3	-6	-0.4
Cc1cc(C)c(O)c(CN(C)Cc2cc(Cl)cc(Cl)c2O)c1	-1	22	4	-3	i	-4	-6	-3	0.9
COc1cc(C(=S)N2CCOCC2)ccc1OC(=O)c1cc([N+](=O)[O-])c(C)c([N+](=O)[O-])c1	13	22	0	-14	i	0	-3	10	-1.1
N=c1n(CC(=O)c2ccc([N+](=O)[O-])cc2)c2ccccc2n1Cc1ccccc1	-98	10	1	31	x	-25	-1	-3	-0.5
O=S(=O)(CCc1nc2ccccc2o1)c1ccc2ccccc2c1	1	3	-6	0	i	2	1	1	0.0
CCOc1ccc(-c2c(=O)n(OCC)c3ccccc3[n+]2[O-])cc1	-9	6	1	3	i	0	-2	-3	3.2
O=C(CN1CCN(c2ccc(F)cc2)CC1)N1CCOCC1	7	-4	-3	-6	i	3	0	-10	-0.2
Cc1cc(Cl)c(S(=O)(=O)N2CC(C)OC(C)C2)cc1OCC(N)=O (stereo not given)	-3	-8	-1	-2	i	2	0	-6	-0.3
CCOc1ccccc1/C=C(/C#N)C(N)=O	3	-2	-1	-2	i	-3	-2	-11	0.4
C/C(=N\NC(=O)Cc1ccc(O)cc1)c1cccnc1	-5	-5	-3	-1	i	9	-1	-6	-0.4
CS(=O)(=O)N(CCc1ccccc1)CC(=O)N1CCCC1	8	-5	-3	0	i	0	-1	2	0.4
NC(=O)COC(=O)c1ccccc1OCc1ccc(Cl)cc1	5	1	-1	-5	i	3	-7	8	0.2
Nc1nonc1-n1nnc(C(=O)N/N=C/c2cc(Br)ccc2O)c1CSC1=NCCS1	-29	30	-2	6	+	7	2	-45	1.1
COc1ccc(N2CCN(C(=O)c3ccc4c(=O)n(CC5CCCO5)c(=O)[nH]c4c3)CC2)cc1 (stereo not given)	0	-2	2	-1	i	11	-7	5	-0.2

Carrying on:
SMILES	MLLE-PAM2 inh	FAS TE block	Rin1-Abl PPI inh	CSN inh	Rpn11 inh	MT1-MMP act inh	MsrA act	E coli Lon inh	MsrA inhibitor
COc1ccc(CCNC(=O)Cn2c(=O)oc3cc(Cl)ccc32)cc1OC	2	-6	3	-6	i	-1	-3	-4	-0.5
Cc1oc2c(CN3CCCCC3)c(O)ccc2c(=O)c1-c1ccc(Cl)cc1	5	-2	0	-1	i	-2	0	-6	3.1
CCc1c(C)nc(SCC(=O)Nc2ccc(Br)cc2)[nH]c1=O	-6	5	0	3	i	-7	-14	-6	-1.2
Cc1nc2ccccc2nc1N1CCC(C)CC1	3	4	-2	-4	i	-7	-3	-10	-1.0
O=C(NCc1ccc(C(=O)O)cc1)OCc1ccccc1	13	-5	2	2	i	3	-2	0	-0.3
COc1ccc(OC)c(-c2nnc3n2N=C(c2ccc(OC)c(OC4CCCC4)c2)CS3)c1	-106	4	2	3	i	16	-8	-2	3.8
CCOCCCNC(=O)Cn1nc(-c2ccccc2)ccc1=O	-3	-4	1	-1	i	-1	-1	-1	-0.4
CCOc1ccccc1C(=O)NCC(=O)N(C)Cc1cccnc1	2	-3	2	5	i	3	-11	10	-0.8
